Bioassay records (PubChem BioAssay)
MC4R antagonist: human MC4R antagonism in cAMP assay; MC4R-expressing cells, MTII-stimulated cAMP, LANCE TR-FRET; AID 540295; 360,000 compounds, 0.48% hits; inhibition, % at 6.5 µM; P32245;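 active = inhibition above its plate's cutoff, the mean of tested wells on that plate plus 3 SD, cut at about 29% in these data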;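 note: 0% = Melanotan II alone and 100% = Melanotan II plus saturating MCL0020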
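System – human MC4R-expressing U2OS cells · Also added – Melanotan II · Dosing – one concentration, 6.5 µM nominal · Timing – 30-min compound, 1-h challenge, 1-h detection, room temperature · Measured by – Eu-cAMP/anti-cAMP TR-FRET, emission 671 nm · Replicates – singlicate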
Cardio protect: protects H9c2 cardiomyocytes from peroxide injury; H2O2 injury protection, ATPLite, 2 h; protection from H2O2 cell death, % at 20 µM; 360,000 compounds, 0.63% hits; AID 588492;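 active = compounds giving at least 50% protection of heart cells from peroxide-induced death in the single-dose screen, raw or plate-pattern-corrected value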;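 note: 0% = DMSO wells with peroxide and 100% = DMSO wells without peroxide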
ABCB6 inh 2: blocks the human ABCB6 transporter | Q9NP58 | K562-ABCB6 porphyrin accumulation, flow cytometry, 1 h; active compounds read low | fluorescence ratio to DMSO, % at 10 µM | 360,000 compounds, 0.19% hits;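 active = fluorescence ratio to DMSO below 75%, the collection mean minus 3 SD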;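 note: signal is porphyrin accumulated inside mitochondria; 100% equals median channel fluorescence of DMSO control wells; lower ratio means ABCB6 inhibition with less porphyrin fluorescence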
Target sequence (Q9NP58 whole entry, looked up): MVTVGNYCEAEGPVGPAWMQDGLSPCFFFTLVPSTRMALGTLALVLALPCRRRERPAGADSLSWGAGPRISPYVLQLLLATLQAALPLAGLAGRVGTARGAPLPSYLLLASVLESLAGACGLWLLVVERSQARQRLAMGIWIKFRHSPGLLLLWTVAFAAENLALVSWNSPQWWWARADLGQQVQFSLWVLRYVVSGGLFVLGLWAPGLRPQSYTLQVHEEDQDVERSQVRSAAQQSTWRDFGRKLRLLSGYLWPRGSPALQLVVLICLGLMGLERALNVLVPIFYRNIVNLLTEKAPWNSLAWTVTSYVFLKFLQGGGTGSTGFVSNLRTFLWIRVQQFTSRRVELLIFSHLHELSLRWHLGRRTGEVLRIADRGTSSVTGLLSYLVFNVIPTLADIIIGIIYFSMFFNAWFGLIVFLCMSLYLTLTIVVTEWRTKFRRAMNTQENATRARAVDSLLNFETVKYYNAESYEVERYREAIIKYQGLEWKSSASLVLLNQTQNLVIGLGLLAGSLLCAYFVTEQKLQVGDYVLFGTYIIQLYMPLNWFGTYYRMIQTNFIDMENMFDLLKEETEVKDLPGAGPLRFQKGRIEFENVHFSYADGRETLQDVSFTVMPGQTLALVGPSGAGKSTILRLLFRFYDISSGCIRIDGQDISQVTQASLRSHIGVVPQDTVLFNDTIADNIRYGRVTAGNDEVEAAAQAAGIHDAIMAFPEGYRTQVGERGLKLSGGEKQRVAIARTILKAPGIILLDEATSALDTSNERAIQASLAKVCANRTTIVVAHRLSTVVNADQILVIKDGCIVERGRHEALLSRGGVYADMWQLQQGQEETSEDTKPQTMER
Glyco luc inh: blocks N-linked glycosylation in D54 reporter cells; reporter increase, % at 12.5 µM; 360,000 compounds, 0.23% hits; D54 ERlucT glycosylation luciferase reporter, 24 h; percent of 100 nM tunicamycin response;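 active = mean luciferase reporter signal, scaled so untreated is 0 and the glycosylation-blocking control 100, at or above a set limit in every replicate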;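 note: luciferase carries N-glycosylation sites so blocking glycosylation raises the light; 0% = median of neutral control wells and 100% = median of 100 nM tunicamycin wells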
aDG glyco up: increases alpha dystroglycan glycosylation. Pro5-aDG cells, alpha-DG glycosylation AlphaScreen (IIH6); 0% Pro5, 100% B10-LARGE cell signal. activation, % at 10 µM. 360,000 compounds, 0.22% hits. AID 624168;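 active = activation of at least 8% versus controls, or a plate z-score of at least 8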;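 note: Pro5 are CHO cells carrying HIG-tagged alpha-DG that lacks glycosylation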
Vif imaging: inhibitors of HIV Vif; inhibition, % at 7.49 µM; AID 602346; HEK293T cells, Vif self-association by quenched fluorescence, imaging, 24 h; 340,000 compounds, 0.35% hits; in the data active = inhibition above about 50%, passing the limit was not always enough; note: some results filed as inactive read as strong as hits
PDI turbidity: PDI (human) enzyme inhibition. P07237. inhibition, % at 10 µM. PDI insulin aggregation turbidity, A650, 90 min. 350,000 compounds, 0.052% hits. AID 588391;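 active = mean inhibition across replicates of 30% or more, whatever share of single replicates reach that level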;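 note: absorbance from insulin aggregation driven by PDI reduction with DTT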
MC4R ag barr: human MC4R agonism via beta-arrestin; P32245; U2OS MC4R beta-arrestin complementation, luminescence; percent of melanotan II response, DMSO zero; activation, % at 8.9 µM; 360,000 compounds, 0.98% hits; AID 540308;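 active = activation above a per-plate cutoff, the mean activation of sample wells on that plate plus 3 SD, cut at about 8% in these data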
HTR2A ag: mouse HTR2A agonism via beta-arrestin recruitment. activation, % at 7.6 µM. P35363. AID 624169. 360,000 compounds, 0.66% hits. CHO-K1 mHTR2A beta-arrestin complementation, luminescence; percent of 30 µM serotonin response;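 active = activation above a run cutoff, the mean activation of all tested compounds plus 3 SD, cut at about 14% in these data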;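 note: 0% = plate median of compound wells and 100% = 30 µM serotonin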
CaV13 FRET inh: Disruptors of the CACNA1D IQ motif to Ca2+-dependent inactivation inhibitor domain association, primary screening, Förster resonance energy transfer in intact living …; 340,000 compounds, 0.098% hits; HEK cells, CFP/YFP FRET ICDI-IQ, plate reader, 10 min; percent FRET-ratio fall versus neutral wells; inhibition, % at 12.3 µM;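 active = mean replicate inhibition of at least 30% and at least 1% of replicates passing that level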;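 note: 0% = median of the neutral control wells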
Active calls of the source: *; x = no result given; & = joins results of further samples.

SMILES | MC4R antagonist | Cardio protect | ABCB6 inh 2 | Glyco luc inh | aDG glyco up | Vif imaging | PDI turbidity | MC4R ag barr | HTR2A ag | CaV13 FRET inh
COc1ccc(C2CCCN2C(=S)Nc2cccc(C)c2C)cc1OC (configuration not stated) | 2 | -6 | 100 | -2 | 0.1 | 4 | -14 | -2.1 | 3 | -4
CC(=O)Cc1nsc(NC(=O)c2ccc(COc3cccc(C)c3)o2)n1 | -1 | 0 | 100 | 2 | 0.1 | 13 | -4 | -2.2 | -3 | -4
CN(C(=O)c1ccc(NC(=O)Cc2ccc(NC(=O)C3CCN(S(=O)(=O)c4cccc([N+](=O)[O-])c4)CC3)cc2)cc1)C1CCCC1 | 5 | -16 | 102 | 2 | 0.1 | -1 | -31 | -0.8 | -1 | -8
CC12CCC(C(=O)Nc3cccnc3)(CC1=O)C2(C)C (configuration not stated) | 12 | 2 | 87 | 1 | -0.5 | 16 | -9 | -0.3 | -7 | -4
CCN(c1cc(C)cc(C)c1)S(=O)(=O)c1nnc(NC(=O)C(C)(C)C)s1 | 1 | -6 | 99 | 0 | -0.1 | -8 | 3 | 5.7 | 3 | -3
COc1cccc(C(=O)Nc2ccccc2C(=O)N2CCCC2)c1 | 1 | 13 | 98 | 0 | 0.4 | 5 | -4 | 0.0 | 5 | -5
O=C(COC(=O)c1ccc(Cl)nc1)Nc1ccc2ccccc2c1 | 7 | -7 | 99 | 4 | -0.2 | 0 | 7 | -1.4 | -1 | -6
O=C(C1=C(O)C(=O)N(CCN2CCOCC2)C1c1cccnc1)c1cc2ccccc2o1 (configuration not stated) | 6 | -3 | 98 | 2 | 0.0 | 2 | -1 | -1.6 | -3 | -5
CC1CCN(C(=O)COC(=O)c2cccc(NS(=O)(=O)c3ccccc3)c2)CC1 | 8 | -4 | 101 | -3 | 1.3 | -2 | 14 | -3.1 | 2 | -6
CNC(=O)NC(=S)NC(=O)c1ccccc1Cl | 2 | 4 | 98 | 0 | 0.1 | -2 | 21 | -3.6 | 2 | 7
Cc1ccc(-c2nc3c(Cl)cc(C(F)(F)F)cn3c2Cc2ccsc2)cc1 | x | x | 94 | x | 0.2 | x | x | x | -7 | -7
N#CC(C(=O)NC1CCCCC1)=C1CCCCC1 | 10 | 6 | 94 | 2 | 0.0 | x | 0 | -1.6 | -1 | -4
CC(=O)NCCC(=O)N1CCc2c([nH]c3ccccc23)C1c1cccc(Cl)c1 (configuration not stated) | 22 | 3 | 98 | -1 | 0.1 | 1 | 3 | -0.8 | 0 | -8
CCOC(=O)c1cc2cc3ccccc3cc2[nH]1 | 9 | -10 | 105 | 1 | 1.1 | -16 | 4 | -2.7 | 2 | -7
O=C(N/N=C/c1cc(Br)cc([N+](=O)[O-])c1O)c1ccc(NC(=O)c2ccc(F)cc2)cc1 | 21 | 49 | 96 | 0 | -0.2 | 4 | 3 | -5.0 | 6 | -22
CCc1nn(CC(=O)N2CCN(CC)CC2)c(=O)c2cc3sccc3n12 | 6 | 7 | 99 | 0 | -0.2 | -4 | x | -1.7 | 0 | -1
CCOC(=O)C1=C(Cc2ccc(Cl)cc2)C(=O)c2ccccc2C1=O | 25 | -19 | 557 | 19 | -0.1 | -4 | 3 | 6.6 | -3 | x
O=C(NCc1ccc(F)cc1)c1cccc2c1C(=O)c1ccc(N3CCOCC3)cc1S2(=O)=O | 7 | 9 | 89 | -2 | -0.4 | 34 | -4 | 1.4 | 12 | -22
CN(Cc1ncc[nH]1)C(=O)c1cc(COc2c(F)cccc2F)on1 | 6 | 9 | 85 | 2 | 0.5 | -5 | -2 | 0.4 | 4 | 5
O=C1CN(C(=O)c2cccc(F)c2)C(c2ccc(F)cc2)c2cc(F)ccc2N1 (configuration not stated) | 9 | 5 | 100 | 1 | 0.1 | -3 | -3 | 0.6 | 3 | -4
CC(=O)C1=C(O)CCCC1=NCc1nc2ccccc2[nH]1 | 4 | 4 | 105 | 3 | -0.1 | -2 | 2 | -0.7 | 1 | 1
Cc1ccc(C(=O)O)cc1NC(=O)c1ccc2c(c1)C(=O)N(c1ccc([N+](=O)[O-])cc1)C2=O | 4 | 4 | 108 | 2 | -0.1 | 1 | 2 | -1.9 | 2 | -15
CN1CCN(c2ccc([N+](=O)[O-])cc2C(=O)Nc2ccccc2)CC1 | -1 | -3 | 92 | -2 | -0.8 | 10 | 1 | 0.8 | -8 | -7
O=C(Nc1cccc(S(=O)(=O)NC2=NCCC2)c1)c1c(F)cccc1Cl | 10 | -2 | 92 | 1 | 0.2 | 22 | 0 | -3.5 | -5 | -6
CC(C)c1ccc(NC(=O)CSc2nnc(-c3ccccn3)n2C)cc1 | -3 | -1 | 104 | 4 | 0.0 | -13 | -1 | 0.4 | -4 | -3
CCc1nnc(NS(=O)(=O)c2ccc(NC(=O)OC)cc2)s1 | 12 | 3 | 97 | 4 | -0.1 | -1 | 8 | 1.3 | 2 | -8
CN(C)C(CNC(=O)c1ccc2ccccc2c1)c1ccco1 (configuration not stated) | 2 | 8 | 97 | -2 | -0.1 | -2 | 3 | -1.6 | -3 | -2
O=C(N=Nc1c(O)[nH]c2ccc(F)cc12)C1COc2ccccc2O1 (configuration not stated) | -7 | -1 | 96 | 0 | -0.2 | -4 | 5 | 6.8 | 4 | -2
CCCC(=O)Nc1nnc(SCC(=O)Nc2ccc3c(c2)OCCO3)s1 | -7 | -1 | 101 | 1 | -0.2 | -5 | 16 | -1.6 | -7 | -8
Cc1ccc(-c2cc3nc4c(c(=O)n3[nH]2)CCCC4)cc1 | 1 | -23 | 92 | -6 | -0.2 | -4 | -6 | 1.4 | 10 | -1
COc1ccc(CNC[C@@H](CCCCN(C)Cc2ccc(OC)cc2)N2C[C@H](c3ccccc3)N(CCc3ccc(Cl)c(Cl)c3)C(=O)C2=O)cc1 | 30* | -33 | 110 | -23 | -0.8 | 0 | -6 | 25* | -2 | x
COc1cc2[nH]c(=S)nc(NCCC(C)C)c2cc1OC | 16 | -2 | 96 | 1 | -0.3 | -12 | -9 | 1.4 | 2 | -2
CCOC(=O)C1=C(C)NC(SCC(N)=O)=C(C#N)C1c1ccncc1 (configuration not stated) | 14&11 | 7&7 | 100&87 | 0&0 | -0.2&0.0 | -6&2 | 4&-1 | -0.8&1.1 | 4&-2 | -18&-2
CC(=O)c1cccc(NC(=O)CCC(=O)c2ccc(F)cc2)c1 | 0 | 19 | 95 | -1 | 0.1 | 8 | 0 | 0.3 | -2 | -2
CCOc1cccnc1Sc1ccccc1 | 12 | 3 | 101 | 0 | 0.0 | -8 | -3 | -2.9 | 0 | -4
COc1ccc(/C=N/n2cnnc2)cc1COc1ccccn1 | 1 | 0 | 98 | 0 | 0.1 | 10 | -5 | -2.5 | 2 | -4
CC(C)CCNC(=O)C1CCCN(S(=O)(=O)c2ccc(-n3cnnn3)cc2)C1 (configuration not stated) | 8 | -2 | 99 | -1 | 0.1 | 11 | 7 | 0.1 | -2 | -4
CCC(=O)N1c2ccc(S(=O)(=O)CCC(=O)NCc3cccs3)cc2CC1C (configuration not stated) | -5 | -4 | 97 | 4 | -0.1 | 3 | -1 | -0.7 | -1 | -5
O=C(c1cccc(-c2nnc(-c3ccccc3)o2)c1)N1CCCCCC1 | 0 | -3 | 79 | 0 | 0.1 | -11 | -6 | -0.6 | 2 | -6
CCN(CC(=O)Nc1c(F)cccc1F)C(=O)c1ccc(S(=O)(=O)N2CCC(C)CC2)cc1 | -1 | -1 | 99 | 0 | 1.1 | 0 | -9 | -0.1 | 6 | -3
CC1(C)OC(=O)C(=CNc2cccc(C(=O)O)c2)C(=O)O1 | 2 | 1 | 99 | 0 | -0.2 | 12 | -1 | 0.3 | 3 | -4
Cc1ccc(C2CC(c3ccccc3)=NN2C(=S)Nc2ccccc2)o1 (configuration not stated) | -1 | -29 | 106 | 11 | -0.8 | 9 | 1 | -2.4 | -6 | x
C[C@H](CO)N1C[C@H](C)[C@H](CN(C)Cc2ccc(-c3ccccc3)cc2)Oc2ccc(NS(=O)(=O)c3ccccc3)cc2CC1=O | 13 | -11 | 100 | -4 | 1.3 | 0 | 4 | 1.1 | 16* | x
O=C(CCCSc1nnc(-c2cccs2)n1CC1CCCO1)c1ccccc1 (configuration not stated) | 4 | -2 | 97 | 1 | 0.4 | -8 | -7 | -1.4 | 1 | -4
CC1Nc2nc(NC(=O)C(C)(C)C)[nH]c(=O)c2N(C)C1C (configuration not stated) | 11 | 18 | 99 | 1 | -0.2 | 3 | 3 | -0.1 | 1 | -4
CN(/N=C/c1cc(Cl)ccc1O)C1=NS(=O)(=O)c2ccccc21 | -1 | -12 | 92 | 3 | -0.1 | x | 4 | -0.2 | -3 | -22
Cc1cc(=O)oc2c(C)c(OC(C)C(=O)NCC(O)c3ccccc3)ccc12 (configuration not stated) | 2 | 1 | 95 | 0 | 0.2 | -2 | -1 | -2.5 | 3 | -3
O=C(O)CNC(=S)N(Cc1cccs1)C1CCCCC1 | 9 | 6 | 104 | 1 | 0.1 | 2 | -8 | -1.5 | 7 | -15
CC(C)(C)c1cc(Cl)ccc1OCCOCCN1CCCC1 | 7 | 9 | 90 | -4 | 0.4 | -11 | 8 | 1.0 | -7 | -3
CC(=O)Nc1ccc(S(=O)(=O)N2CCN(c3cc(C)nc4ccccc34)CC2)cc1 | -4 | -10 | 82 | -1 | 0.0 | 24 | -5 | -2.6 | 0 | -5
CCOC(=O)c1c(/N=C/c2ccc(OC)cc2O)sc2c1CCN(C)C2 | -1 | 4 | 97 | 1 | 0.0 | 7 | 5 | 1.6 | 1 | -2
CCCCCCCNC(=O)C1(CC2CC(c3ccc(Cl)cc3)=NO2)CCN(C(=O)Cc2ccc(F)cc2)CC1 (configuration not stated) | 15 | -4 | 98 | -2 | 1.3 | -2 | -56 | 7.9 | 9 | -10
O=C(Nc1ccccc1)OCc1cc(-c2ccccc2Cl)on1 | 1 | -16 | 96 | 1 | 0.2 | -19 | -2 | -0.9 | -4 | -6
Cc1cc([N+](=O)[O-])ccc1NC(=O)CSc1nccc(=O)[nH]1 | -3 | -6 | 102 | 3 | 0.0 | 5 | 4 | -0.6 | -2 | -3
O=C(COC(=O)c1ccc(Cl)nc1)NCCc1ccc(F)cc1 | -2 | -10 | 93 | 1 | 0.0 | 0 | -5 | 1.9 | 10 | -6

Fetched one by one from the list above, three records:
SMILES | MC4R antagonist | Cardio protect | ABCB6 inh 2 | Glyco luc inh | aDG glyco up | Vif imaging | PDI turbidity | MC4R ag barr | HTR2A ag | CaV13 FRET inh
COc1ccc(C2CCCN2C(=S)Nc2cccc(C)c2C)cc1OC (configuration not stated) | 2 | -6 | 100 | -2 | 0.1 | 4 | -14 | -2.1 | 3 | -4
CC(=O)Cc1nsc(NC(=O)c2ccc(COc3cccc(C)c3)o2)n1 | -1 | 0 | 100 | 2 | 0.1 | 13 | -4 | -2.2 | -3 | -4
CCc1nnc(NS(=O)(=O)c2ccc(NC(=O)OC)cc2)s1 | 12 | 3 | 97 | 4 | -0.1 | -1 | 8 | 1.3 | 2 | -8
